Source: PubChem (NCI)
NCI-60 one-dose screen, 48 h, at 10 µM unless noted. Numbers give growth in % (100 = growth as untreated, 0 = no growth, -100 = all killed).
KM12: KM12 colon cancer cells | 5% of 82,000 active | AID 1794800
SF-268: SF-268 CNS cancer cells. 3.1% of 82,000 active. AID 1794759
SNB-75: SNB-75 CNS cancer; AID 1794750; 5% of 79,000 active
HCC-2998: HCC-2998 colon cancer. 4.7% of 79,000 active. AID 1794799
SNB-19: SNB-19 CNS cancer cells; 2.5% of 81,000 active
SW-620: SW-620 colon cancer; 5.2% of 82,000 active; AID 1794795
HT29: HT29 colon cancer. 7.4% of 81,000 active. AID 1794748
HCT-116: HCT-116 colon cancer; 7.3% of 82,000 active; AID 1794798
HCT-15: HCT-15 colon cancer; 5.2% of 82,000 active; AID 1794746
An asterisk follows results filed as active; & = joins results of further samples. How the source made its calls: active means growth percent below 10; inactive means the rest.

Screening O=C1S/C(=C\c2ccco2)C(=O)N1Cc1cc2ccccc2nc1Cl returned KM12 103, SF-268 99, SNB-75 115, HCC-2998 103, SNB-19 100, SW-620 103, HT29 105, HCT-116 110 and HCT-15 99.
`COc1ccc2c(c1)[n+]([O-])c(C1=NNC(c3cc(OC)c(OC)c(OC)c3)C1)c(C)[n+]2[O-]` (stereo not drawn) gave SF-268 96, SNB-75 88, HCC-2998 120, SNB-19 103, SW-620 101, HT29 107, HCT-116 92 and HCT-15 99.
Screening NC(=O)NCO returned KM12 115, SF-268 110, SNB-75 91, HCC-2998 110, SNB-19 115, SW-620 105, HT29 107, HCT-116 99 and HCT-15 99.
C[C@H](CCCCO)[C@H]1CC[C@H]2[C@@H]3CC[C@@H]4CNCCC[C@]4(C)[C@H]3CC[C@]12C was read as KM12 106, SF-268 99, SNB-75 84, HCC-2998 102, SNB-19 98, SW-620 102, HT29 93, HCT-116 102 and HCT-15 99.
Screening CC(C)NCCCCCSc1ccnc(N)n1 returned KM12 106, SF-268 99, SNB-75 92, HCC-2998 86, SNB-19 111, SW-620 113, HT29 92, HCT-116 84 and HCT-15 102.
`CC(=O)OC1C=CC(OC(C)=O)O1` (stereo not drawn) gave KM12 101, SF-268 97, SNB-75 95, HCC-2998 103, SNB-19 104, SW-620 82, HT29 91, HCT-116 84 and HCT-15 95.
Screening CCN(CC)c1ccc(/C=C/C=C2\NC(=O)NC2=O)cc1 returned KM12 32, SF-268 55, SNB-75 34, HCC-2998 37, SNB-19 35, SW-620 31, HT29 -30*, HCT-116 10 and HCT-15 29.
For COc1sc(/C=N/NC(=O)c2[nH]c3ccc(Br)cc3c2-c2ccccc2)cc1Cl the results were KM12 -16*, SF-268 -17*, SNB-75 42, HCC-2998 -31*, SNB-19 -46*, SW-620 -34*, HT29 -53*, HCT-116 -43* and HCT-15 -26*.
For CN1CCN(Cc2ccc(NC(=O)c3ccc(C(C)(C)C)c(C#Cc4cnc5cccnn45)c3)cc2C(F)(F)F)CC1 the results were KM12 -81*, SF-268 -75*, SNB-75 75, HCC-2998 -82*, SNB-19 -63*, SW-620 -62*, HT29 -84*, HCT-116 -71* and HCT-15 -73*.
Screening Cc1cccc(C)c1[C@@H]1C[C@](C)(O)[C@H]2CC[C@H](C)C[C@@H]2O1 returned KM12 112, SF-268 111, SNB-75 86, HCC-2998 107, SNB-19 107, SW-620 109, HT29 103, HCT-116 107 and HCT-15 108.
`CCCCCCN(CCCCCC)C(=N)c1ccnc2ccccc12` gave KM12 71, SF-268 84, SNB-75 58, HCC-2998 -60*, SNB-19 84, SW-620 60, HT29 9.0*, HCT-116 31 and HCT-15 66.
For N#Cc1c(NC(=O)c2ccccc2)n[nH]c1Nc1ccccc1 the results were KM12 107, SF-268 99, SNB-75 103, HCC-2998 121, SNB-19 98, SW-620 102, HT29 102, HCT-116 101 and HCT-15 86.
Screening NCCC1CCCCC1 returned KM12 98, SF-268 100, SNB-75 94, HCC-2998 94, SNB-19 107, SW-620 104, HT29 104, HCT-116 97 and HCT-15 96.
For CN(C)Cc1c(-c2cccc(OC(F)(F)F)c2)[nH]c2ccc(N3CCCC3)cc2c1=O the results were KM12 68, SF-268 79, SNB-75 69, HCC-2998 89, SNB-19 77, SW-620 71, HT29 100, HCT-116 77 and HCT-15 64.
For O=NN(CCCl)C(=O)Nc1cc2c3ccccc3ccc2c2ccccc12 the results were KM12 99, SF-268 104, SNB-75 98, HCC-2998 107, SNB-19 114, SW-620 96, HT29 86, HCT-116 69 and HCT-15 77.
For O=C1CCC(=O)N1C1CCCCC1 the results were KM12 101, SF-268 98, SNB-75 88, HCC-2998 103, SNB-19 100, SW-620 105, HT29 112, HCT-116 99 and HCT-15 112.
CC(O)(CC(=O)O)CC(=O)O was read as KM12 104&108, SF-268 100&115, SNB-75 102&82, HCC-2998 114&104, SNB-19 107&101, SW-620 105&104, HT29 104&97, HCT-116 102&108 and HCT-15 100&95.
Screening CCOC(=O)/C=C1\S/C(=N\Nc2cc(=O)[nH]c3ccccc23)N(c2ccccc2)C1=O returned KM12 101, SF-268 104, SNB-75 80, HCC-2998 110, SNB-19 100, SW-620 101, HT29 113, HCT-116 98 and HCT-15 99.
`CCOc1ccc(-c2cc(N)n(S(=O)(=O)c3ccc(OC)cc3)n2)cc1` gave KM12 123, SF-268 109, SNB-75 90, HCC-2998 112, SNB-19 96, SW-620 110, HT29 105, HCT-116 96 and HCT-15 99.
For COc1cc(/C=C2\C(=O)N(CCCOc3cc(O)c4c(=O)cc(-c5ccccc5)oc4c3)c3ccccc32)cc(OC)c1O the results were KM12 62, SF-268 78, SNB-75 48, HCC-2998 83, SNB-19 81, SW-620 38, HT29 -16*, HCT-116 64 and HCT-15 42.

Gathered by group: the compounds so far containing fluorine
For CN1CCN(Cc2ccc(NC(=O)c3ccc(C(C)(C)C)c(C#Cc4cnc5cccnn45)c3)cc2C(F)(F)F)CC1 the results were KM12 -81*, SF-268 -75*, SNB-75 75, HCC-2998 -82*, SNB-19 -63*, SW-620 -62*, HT29 -84*, HCT-116 -71* and HCT-15 -73*.
For CN(C)Cc1c(-c2cccc(OC(F)(F)F)c2)[nH]c2ccc(N3CCCC3)cc2c1=O the results were KM12 68, SF-268 79, SNB-75 69, HCC-2998 89, SNB-19 77, SW-620 71, HT29 100, HCT-116 77 and HCT-15 64.

The list goes on:
For COC1(OC)C2C=CC1C1CC/C=C\CCC12 (stereo not drawn) the results were KM12 104, SF-268 106, SNB-75 84, HCC-2998 114, SNB-19 96, SW-620 109, HT29 105, HCT-116 96 and HCT-15 100.
`O=C1C(SCCO)=C(SCCO)C(=O)N1c1ccc(-c2ccccc2)cc1` gave KM12 83, SF-268 41, SNB-75 72, HCC-2998 80, SNB-19 106, SW-620 -67*, HT29 70, HCT-116 14 and HCT-15 -22*.
COc1ccc(C(=O)NNc2nccc(Nc3ccc(S(=O)(=O)Nc4ccncc4)cc3)n2)cc1 was read as KM12 93, SF-268 96, SNB-75 89, HCC-2998 104, SNB-19 103, SW-620 105, HT29 103, HCT-116 93 and HCT-15 99.
Screening N#CCNC(=O)Cc1ccccc1 returned KM12 106, SF-268 104, SNB-75 101, HCC-2998 99, SNB-19 112, SW-620 107, HT29 99, HCT-116 113 and HCT-15 104.
Cn1c(I)c(C#CCO[Si](C)(C)C(C)(C)C)c(=O)[nH]c1=O was read as KM12 107, SF-268 105, SNB-75 100, HCC-2998 100, SNB-19 104, SW-620 11, HT29 113, HCT-116 95 and HCT-15 91.
Screening CC1CCC(OC(=O)CC#N)CC1 (stereo not drawn) returned KM12 109, SF-268 110, SNB-75 93, HCC-2998 120, SNB-19 105, SW-620 107, HT29 106, HCT-116 97 and HCT-15 91.
Screening COc1ccc(-c2cc(-c3ccc(Cl)cc3)nc3nc(NN)[nH]c(=O)c23)cc1 returned KM12 99, SF-268 89, SNB-75 98, HCC-2998 107, SNB-19 99, SW-620 98, HT29 101, HCT-116 100 and HCT-15 104.
For COc1cc(NCCCCCCC2CCCCN2)c2ncccc2c1 (stereo not drawn) the results were KM12 97, SF-268 78, SNB-75 80, HCC-2998 96, SNB-19 101, SW-620 53, HT29 94, HCT-116 73 and HCT-15 81.
CCc1c(C)c2ccc(OCC(=O)N=Nc3c(O)[nH]c4ccccc34)c(C)c2oc1=O was read as KM12 -23*, SF-268 18, SNB-75 31, HCC-2998 -2.0*, SNB-19 19, SW-620 -29*, HT29 -39*, HCT-116 -7.7* and HCT-15 -15*.
For C/C(=N\N)c1nnn(-c2ccc(Cl)cc2)c1C the results were KM12 99, SF-268 100, SNB-75 102, HCC-2998 111, SNB-19 101, SW-620 105, HT29 104, HCT-116 110 and HCT-15 104.
`CCOC(=O)CCN1C(=O)/C(=C/N2N=C(c3ccc(OC)cc3)CC2c2ccc(OC)cc2)SC1=S` (stereo not drawn) gave KM12 93, SF-268 68, SNB-75 78, HCC-2998 115, SNB-19 89, SW-620 106, HT29 98, HCT-116 94 and HCT-15 101.
`Cn1ccnc1C(=O)/C=C/c1ccc(C(=O)Nc2ccc(F)cc2)cc1` gave KM12 3.4*, SF-268 14, SNB-75 33, HCC-2998 -0.7*, SNB-19 24, SW-620 4.1*, HT29 9.8*, HCT-116 -82* and HCT-15 0.6*.
For N#CC1=C(/C=C\c2ccccc2)C2C(=O)N(c3ccccc3)C(=S)N2C1=O (stereo not drawn) the results were KM12 102, SF-268 102, SNB-75 111, HCC-2998 106, SNB-19 99, SW-620 110, HT29 94, HCT-116 100 and HCT-15 113.
`COc1ccc(S(=O)(=O)NC2C(O)C3(C)c4ccccc4C2(C)c2ccccc23)cc1OC` (stereo not drawn) gave KM12 105, SF-268 91, SNB-75 74, HCC-2998 103, SNB-19 103, SW-620 99, HT29 102, HCT-116 102 and HCT-15 90.
CC1(C)OC2C(COC(c3ccccc3)(c3ccccc3)c3ccccc3)OC(c3c[nH]c4c(N)ncnc34)C2O1 (stereo not drawn) was read as KM12 50, SF-268 57, SNB-75 62, HCC-2998 86, SNB-19 66, SW-620 64, HT29 46, HCT-116 47 and HCT-15 55.
`Cc1cc(C(C)(C)C)cc(CNC(C)(C)C)c1O` gave KM12 105, SF-268 107, SNB-75 83, HCC-2998 102, SNB-19 99, SW-620 100, HT29 102, HCT-116 96 and HCT-15 114.
Screening O=C1CC(NC(=O)c2ccccc2)C(=O)O1 (stereo not drawn) returned KM12 104, SF-268 103, SNB-75 101, HCC-2998 110, SNB-19 111, SW-620 106, HT29 112, HCT-116 99 and HCT-15 110.
COc1ccc(OC)c(/C=C2\Oc3cc(O)ccc3C2=O)c1 was read as KM12 108, SF-268 87, SNB-75 89, HCC-2998 99, SNB-19 96, SW-620 92, HT29 100, HCT-116 79 and HCT-15 75.
Screening CC(=O)CSc1nc2nccnc2[nH]1 returned KM12 113, SF-268 111, SNB-75 85, HCC-2998 116, SNB-19 108, SW-620 101, HT29 100, HCT-116 108 and HCT-15 100.
CN1CCc2c(c3ccccc3n2Cc2ccccc2)C1 was read as KM12 103, SF-268 90, SNB-75 75, HCC-2998 106, SNB-19 93, SW-620 98, HT29 100, HCT-116 87 and HCT-15 99.

Six entries from above, ordered by formula weight, largest number first.
CC1(C)OC2C(COC(c3ccccc3)(c3ccccc3)c3ccccc3)OC(c3c[nH]c4c(N)ncnc34)C2O1 (stereo not drawn) was read as KM12 50, SF-268 57, SNB-75 62, HCC-2998 86, SNB-19 66, SW-620 64, HT29 46, HCT-116 47 and HCT-15 55.
`CCOC(=O)CCN1C(=O)/C(=C/N2N=C(c3ccc(OC)cc3)CC2c2ccc(OC)cc2)SC1=S` (stereo not drawn) gave KM12 93, SF-268 68, SNB-75 78, HCC-2998 115, SNB-19 89, SW-620 106, HT29 98, HCT-116 94 and HCT-15 101.
`Cn1ccnc1C(=O)/C=C/c1ccc(C(=O)Nc2ccc(F)cc2)cc1` gave KM12 3.4*, SF-268 14, SNB-75 33, HCC-2998 -0.7*, SNB-19 24, SW-620 4.1*, HT29 9.8*, HCT-116 -82* and HCT-15 0.6*.
`Cc1cc(C(C)(C)C)cc(CNC(C)(C)C)c1O` gave KM12 105, SF-268 107, SNB-75 83, HCC-2998 102, SNB-19 99, SW-620 100, HT29 102, HCT-116 96 and HCT-15 114.
Screening O=C1CC(NC(=O)c2ccccc2)C(=O)O1 (stereo not drawn) returned KM12 104, SF-268 103, SNB-75 101, HCC-2998 110, SNB-19 111, SW-620 106, HT29 112, HCT-116 99 and HCT-15 110.
Screening CC(=O)CSc1nc2nccnc2[nH]1 returned KM12 113, SF-268 111, SNB-75 85, HCC-2998 116, SNB-19 108, SW-620 101, HT29 100, HCT-116 108 and HCT-15 100.

(list continues)
`C=CCN1C(=O)c2cccc3c(N4CCCC4)ccc(c23)C1=O` gave KM12 101, SF-268 99, SNB-75 110, HCC-2998 107, SNB-19 95, SW-620 109, HT29 100, HCT-116 86 and HCT-15 98.
CCCCCCCOC(=O)COc1ccccc1 was read as KM12 105, SF-268 108, SNB-75 88, HCC-2998 108, SNB-19 115, SW-620 106, HT29 111, HCT-116 102 and HCT-15 98.
Screening CCOC(=O)c1sc2nc(-c3cc4ccccc4o3)cc(-c3ccc(Cl)cc3)c2c1N returned KM12 100, SF-268 97, SNB-75 75, HCC-2998 109, SNB-19 101, SW-620 97, HT29 105, HCT-116 105 and HCT-15 101.
CCN(CC)CCNC(=O)c1ccc(N)cc1 was read as KM12 107, SF-268 112, SNB-75 104, HCC-2998 104, SNB-19 99, SW-620 111, HT29 105, HCT-116 101 and HCT-15 100.
`Cc1c(O)c(=O)ccn1-c1ccc2scnc2c1` gave KM12 97, SF-268 101, SNB-75 85, HCC-2998 101, SNB-19 108, SW-620 94, HT29 99, HCT-116 102 and HCT-15 38.
O=C(Nc1ccc(N=Nc2ccc(S(=O)(=O)O)cc2)cc1)c1ccc(N=Nc2ccc3c(S(=O)(=O)O)cccc3c2O)cc1 was read as KM12 107, SF-268 104, SNB-75 91, HCC-2998 101, SNB-19 98, SW-620 102, HT29 112, HCT-116 99 and HCT-15 101.
`CC1=NS(=O)(=O)NC(C)(C)C1` gave KM12 109, SF-268 112, SNB-75 88, HCC-2998 111, SNB-19 96, SW-620 105, HCT-116 108 and HCT-15 96.
Screening CSC1=CC(=O)c2ccccc2C1=O returned KM12 72, SF-268 69, HCC-2998 107, SNB-19 94, SW-620 -55*, HT29 103, HCT-116 -57* and HCT-15 101.
For c1ccc2c(c1)CNc1ccccc1-2 the results were KM12 98&110, SF-268 97&104, SNB-75 94&90, HCC-2998 111, SNB-19 99&102, SW-620 104&104, HT29 107&106, HCT-116 104&108 and HCT-15 103&100.
`Cc1cc2c(C(C)C)c(O)c(O)c(C=NCCCCC(=O)O)c2c(O)c1-c1c(C)cc2c(C(C)C)c(O)c(O)c(C=NCCCCC(=O)O)c2c1O` gave KM12 26, SF-268 44, SNB-75 62, HCC-2998 40, SNB-19 31, SW-620 37, HT29 47, HCT-116 33 and HCT-15 35.
c1ccc2oc(-c3ccc(CCC4CC4)cc3)cc2c1 was read as KM12 107, SF-268 105, SNB-75 104, HCC-2998 110, SNB-19 105, SW-620 100, HT29 102, HCT-116 94 and HCT-15 102.
